Assay outcomes from PubChem BioAssay.
CHO-K1 Ca antag – nonselective inhibitor or artifact in parental CHO-K1 cells; ATP-induced calcium, Fluo-8 fluorescence; inhibition, % at 3 µM; hit rate 0.6% among 360,000;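 active means inhibition above a per-plate cutoff, the plate's mean sample inhibition plus 3 SD, cut at about 24% in these data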;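 further: 0% = DMSO plus EC80 ATP and 100% = DMSO alone without ATP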
M5 antag – blocks acetylcholine activation of human M5 receptor. P08912. CHO-hM5 cells, Fluo-8 calcium fluorescence, ACh EC80. inhibition, % at 3 µM. hit rate 0.59% among 360,000;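 active means inhibition above a per-plate cutoff, the mean of that plate's test compounds plus 3 SD, cut at about 27% in these data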;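 further: 0% = acetylcholine EC80 with DMSO and 100% = DMSO without agonist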
Target sequence (P08912 whole entry, looked up): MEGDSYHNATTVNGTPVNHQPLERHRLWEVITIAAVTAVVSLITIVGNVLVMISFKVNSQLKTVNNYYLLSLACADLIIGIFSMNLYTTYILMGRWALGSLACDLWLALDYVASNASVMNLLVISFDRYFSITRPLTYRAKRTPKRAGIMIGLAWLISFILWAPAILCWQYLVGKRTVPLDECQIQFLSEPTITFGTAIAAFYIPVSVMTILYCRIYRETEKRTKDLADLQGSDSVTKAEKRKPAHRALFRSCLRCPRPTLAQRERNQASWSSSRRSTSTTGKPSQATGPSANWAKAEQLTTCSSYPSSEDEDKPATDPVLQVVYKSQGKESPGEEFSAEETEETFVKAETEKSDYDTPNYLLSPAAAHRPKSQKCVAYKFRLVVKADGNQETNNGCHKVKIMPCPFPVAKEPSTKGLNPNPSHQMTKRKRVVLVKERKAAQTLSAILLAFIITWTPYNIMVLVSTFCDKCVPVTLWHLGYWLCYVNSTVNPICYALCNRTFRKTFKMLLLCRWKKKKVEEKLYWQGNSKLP
CHRM5 agonist – CHRM5 agonism in calcium assay; P08912; CHO-K1 hM5 cells, Fluo-8 calcium fluorescence; 0% DMSO wells, 100% maximal acetylcholine response; activation, % at 3 µM; hit rate 0.19% among 360,000;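 active means activation above the run's mean over test compounds plus 3 SD, cut at about 23% in these data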;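 further: signal is peak over basal fluorescence ratio across the kinetic read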
M4 antag – antagonists of human muscarinic M4 receptor (CHRM4) | P08173 | CHO-hM4 cells, ACh EC80, Fluo-8 calcium fluorescence | inhibition, % at 3 µM | hit rate 0.73% among 360,000 | AID 624125;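 active means inhibition above its plate's cutoff, the mean inhibition of sample wells plus 3 SD, cut at about 27% in these data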;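 further: 0% = acetylcholine EC80 with DMSO and 100% = DMSO without agonist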
Target sequence (P08173 whole entry, looked up): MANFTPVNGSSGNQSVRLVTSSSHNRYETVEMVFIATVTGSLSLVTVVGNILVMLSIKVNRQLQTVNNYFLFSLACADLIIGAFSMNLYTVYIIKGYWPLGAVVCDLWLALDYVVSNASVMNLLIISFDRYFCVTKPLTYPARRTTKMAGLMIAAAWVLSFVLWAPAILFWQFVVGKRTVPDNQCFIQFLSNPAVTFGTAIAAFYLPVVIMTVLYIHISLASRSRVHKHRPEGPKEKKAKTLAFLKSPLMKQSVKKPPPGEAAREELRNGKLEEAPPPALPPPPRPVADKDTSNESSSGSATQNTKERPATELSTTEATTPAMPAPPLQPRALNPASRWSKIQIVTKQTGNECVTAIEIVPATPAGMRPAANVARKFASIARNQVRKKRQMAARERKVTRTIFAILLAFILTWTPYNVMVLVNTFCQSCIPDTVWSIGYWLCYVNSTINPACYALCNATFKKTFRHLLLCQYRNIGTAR
M1 ag parental – counter-screen for M1 agonists: effect in parental CHO-K1 cells. Fluo-8 calcium fluorescence; scaled to maximal ATP response, vehicle zero. activation, % at 3 µM. hit rate 0.48% among 360,000; in the data active means activation above about 15%;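 further: untransfected CHO-K1 host cells lacking M1 receptor as counterscreen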
CHRM4 agonist – agonists of human muscarinic M4 receptor (CHRM4) | P08173 | CHO-K1 hM4/Gqi5, Fluo-8 calcium fluorescence; vehicle 0%, full acetylcholine response 100% | activation, % at 3 µM | hit rate 0.14% among 360,000 | AID 624127;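 active means activation above the run mean over all test wells plus 3 SD, cut at about 32% in these data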;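 further: peak over basal fluorescence ratio per well then scaled between controls; 0% = DMSO wells and 100% = acetylcholine at EC100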
M5 PAM – positive allosteric modulators of human muscarinic M5 receptor; P08912; CHO-K1 hM5, Fluo-8 calcium, ACh EC20 PAM; 0% = ACh EC20, 100% = ACh EC100; activation, % at 3 µM; hit rate 0.3% among 360,000;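 active means activation above the run cutoff, the mean activation of all test compounds plus 3 SD, cut at about 18% in these data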
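Assay system – human M5 receptor in CHO-K1 cells · Read-out – % activation, ACh-normalized · Technique – Fluo-8 calcium fluorescence · Dosing – single-point, 3 µM nominal · Incubation – Fluo-8 loading 80 min at 37 °C plus 30 min room temperature · Repeats – singlicate, one well per test compound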
M4 PAM – potentiates acetylcholine response at human M4 receptor; CHO-K1 hM4/Gqi5, Fluo-8 calcium fluorescence, ACh EC20; 0% = ACh EC20, 100% = maximal ACh; activation, % at 3 µM; hit rate 0.4% among 360,000; AID 624126;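 active means activation above its plate's cutoff, the mean activation of sample wells plus 3 SD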; further: some results filed as inactive read as strong as hits
CHO-K1 Ca PAM – counter-screen for M1 PAMs: effect in parental CHO-K1 cells; ATP EC20, Fluo-8 calcium fluorescence; 0% at ATP EC20, 100% at ATP max; activation, % at 3 µM; hit rate 0.02% among 360,000;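 active means activation above the run cutoff, the mean activation of all test compounds plus 3 SD, cut at about 40% in these data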;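 further: peak over basal fluorescence ratio in a 140 s read after ATP addition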
Starred values were filed as active, the others as inactive.

molecule,CHO-K1 Ca antag,M5 antag,CHRM5 agonist,M4 antag,M1 ag parental,CHRM4 agonist,M5 PAM,M4 PAM,CHO-K1 Ca PAM
C[C@H](O)c1[nH]c2cc(F)ccc2c1[C@H](C)O,-15,2,3,3,0.4,1,2,14,24
CCC(C)NC(=O)CN(c1cc(Cl)cc(Cl)c1)S(C)(=O)=O (centres undefined),-14,-15,0,1,0.0,1,-9,-9,3
CSc1ncc(Cl)c(C(=O)Nc2cccc(Cl)c2)n1,-13,2,-8,11,-0.9,-1,-1,-3,5
COC(=O)c1ccccc1NC(=O)CN1CCCCC1,-1,-3,-2,-13,-0.2,-1,5,9,0
CCOC(=O)Cc1csc(NC(=O)CSc2cc(Cl)ccc2Cl)n1,4,2,-1,1,-0.2,0,-3,6,-8
Cc1cc(C)c2nc(-c3cccnc3)cc(C(=O)NC(C)c3cnn(C)c3C)c2c1 (centres undefined),-1,18,0,9,4.9,17,-18,-13,-5
CC(=NCc1cccnc1)C1=C(O)c2ccccc2C1=O,-11,6,-5,-3,0.1,1,5,2,19
COc1ccc(OCc2cc(C(=O)NCCc3ccccc3)no2)c(Cl)c1,-1,8,-4,-6,0.1,3,-4,-7,-16
CCCNC(=O)CNC(=S)N(Cc1cc(OC)c(OC)c(OC)c1)C1CCCC1,17,-2,0,8,-0.1,1,-4,-5,-11
CCOC(=O)c1c(NC(=O)c2nn(CC)cc2Br)c(C#N)nn1-c1ccccc1,-12,10,-1,7,1.9,3,-15,-4,14
O=C(c1c[nH]c(C(=O)C(Cl)(Cl)Cl)c1)c1ccccc1Br,-1,-2,1,12,0.7,1,3,-1,14
CSc1ncccc1C(=O)NCC12CC3CC(CC(C3)C1)C2,5,2,0,2,4.8,0,1,1,1
Fc1ccc(C(c2nnnn2C2CCCC2)N2CCN(Cc3ccccc3)CC2)cc1 (centres undefined),0,15,-10,2,-0.2,0,-7,-3,11
CC(C)(C)n1nc2c(c1NC(=O)c1ccc(F)c(F)c1)CS(=O)(=O)C2,-7,23,-3,8,0.8,1,-7,-4,18
COCCC(=O)N1CCC(Oc2ccc(C(=O)NCc3csc(C)n3)cc2)CC1,-3,16,-3,-13,0.6,2,-9,4,0
Cc1cc(C(=O)CSc2nn3c(=O)c(C(C)(C)C)nnc3s2)c(C)n1-c1ccc(F)cc1,-2,-1,-1,6,0.3,1,3,-8,14
O=C(CC1SC(=Nc2ccccc2)N(CCCO)C1=O)Nc1ccc(Cl)cc1 (centres undefined),8,24,2,19,6.7,20,-13,-8,8
COc1ccc(OC(C)C(=O)Nc2cccc(F)c2)cc1 (centres undefined),-12,1,-5,-3,0.5,1,-7,0,14
O=S1(=O)CCN2C=C(Cl)C=C(Cl)C2=N1,-19,-2,-3,-17,0.6,3,2,9,9
CCN1C(=O)CC(n2c(C)nc3ccccc32)C1=O (centres undefined),-13,0,0,4,0.6,1,-1,3,12
CC(=O)CCC(=O)OCC(=O)c1ccc(C(F)(F)F)cc1,-14,6,5,4,2.2,1,8,5,12
CCCCC(=O)NNC(=S)NC(=O)c1cccc([N+](=O)[O-])c1,0,3,3,4,0.9,0,0,-6,18
CCOC(=O)c1ccc(C(=O)NNC(=O)C2CC=CCC2)cc1 (centres undefined),-3,-1,5,-9,1.3,2,6,-5,13
O=C(Cc1ccccc1)NC1(Cc2ccc(O)cc2)CCCCC1,-4,1,-2,-6,0.6,0,-3,6,17
Cc1ccc(NCC(O)C(O)C(O)CO)c(N=Nc2ccccc2)c1C (centres undefined),-1,1,3,4,0.0,0,1,6,-2
COc1ccc(Cl)cc1Nc1nc(-c2sc(NC(=O)CC(C)C)nc2C)cs1,-20,11,-3,-5,0.9,3,5,0,12
N#CCCN1CCN(Cc2ccccc2)CCC1=O,3,2,4,1,0.0,1,3,4,-15
COc1ccc(-c2csc(NC(=O)c3c(C)noc3C)n2)cc1OC,-6,1,5,-13,5.7,14,-6,-5,16
CC(=O)Nc1ccc2oc(-c3cc(F)c(F)cc3Cl)nc2c1,3,-14,-3,-19,0.0,2,11,12,9
O=C(Nc1ccncc1)c1ccc2c(c1)S(=O)(=O)c1ccccc1C2=O,-4,0,5,-4,1.3,3,1,7,4
COc1ccc(N2C(=O)C(CN3CCN(C)CC3)C2c2ccccc2)cc1 (centres undefined),-13,7,-2,14,1.5,0,6,-5,16
COc1ccc(S(=O)(=O)N2CCCCC2)cc1NC(=O)c1cnc(C)cn1,-15,0,2,6,0.5,1,6,5,8
CN=C1c2ccccc2CN1c1cccc(C(=O)OC)c1,-8,-2,0,4,1.3,2,-14,7,18
COc1ccc(/C=C/c2cc(-c3ccc(C)cc3)o[n+]2C)cc1,-2,2,-8,-2,0.5,1,-7,-4,10
CCCCCn1c(SCCOCC)nc2c1c(=O)[nH]c(=O)n2C,-3,0,-1,-5,0.7,0,-10,-6,0
O=C1c2ccccc2[C@@H]2C[C@@H](O)[C@H](Nc3cccc(C(F)(F)F)c3)CCN12,-13,3,3,-16,2.0,8,-5,-1,7
O=C(CCNC(=O)c1ccc([N+](=O)[O-])cc1)NCc1cccs1,-13,10,0,-12,1.5,1,0,11,-1
Cc1cc(C(=O)Cn2nnc(-c3ccc(Cl)cc3)n2)c(C)n1CC1CCCO1 (centres undefined),5,-3,4,3,7.4,6,-3,-3,10
CCCc1nc(Nc2nc3ccccc3o2)nc(C)c1C(=O)OCC,20,-3,0,7,0.4,3,-3,-4,-8
CC(=O)c1ccc(NC(=O)/C(=C\c2ccccc2)NC(=O)/C=C/c2ccccc2)cc1,0,-1,-5,-4,2.2,4,-5,-1,6
CCCC(=O)Nc1ccc(C(N)=O)cc1,1,-4,-3,0,-0.1,1,-4,-1,14
O=C(COC(=O)c1ccc(F)c(S(=O)(=O)N2CCOCC2)c1)NCCc1ccc(F)cc1,-2,3,2,-7,1.1,5,6,10,-9
O=C1c2ccccc2-c2c1cccc2C(=O)N1CCOCC1,1,4,3,-5,0.2,2,1,9,16
COc1ccc(CCNC(=O)COC(=O)COc2ccc(Cl)cc2)cc1OC,-7,-10,1,-7,0.5,1,3,-1,7
Cc1nc2c(OCC(=O)c3ccc(F)cc3)cccn2c1N(C)Cc1cccs1,-10,1,-1,3,0.8,1,0,0,17
CC(C)Cn1c(-c2nn(C)cc2Cl)n[nH]c1=S,8,12,1,12,3.7,12,-14,-12,13
Cc1cccnc1NC(=O)C1CCN(S(=O)(=O)c2ccc3ccccc3c2)CC1,-2,2,-3,-3,0.6,3,-2,5,4
CCc1cccc(C)c1NC(=O)CSc1nc(C)c(C)o1,-2,-1,-3,-8,0.2,1,1,-2,16
COCCNC(=O)/C(C#N)=C/c1c(N2CCN(c3ccccc3)CC2)nc2ccccn2c1=O,-9,5,-4,0,3.3,9,-11,-3,9
CCn1c(SCC(=O)N2CCN(S(=O)(=O)c3ccccc3)CC2)nnc1-c1cccs1,-4,5,1,7,1.7,2,-7,-5,8

An excerpt of these results, with values under each structure:
Fields: CHO-K1 Ca antag | M5 antag | CHRM5 agonist | M4 antag | M1 ag parental | CHRM4 agonist | M5 PAM | M4 PAM | CHO-K1 Ca PAM
- O=C1c2ccccc2-c2c1cccc2C(=O)N1CCOCC1
 : 1 | 4 | 3 | -5 | 0.2 | 2 | 1 | 9 | 16
- CCCCCn1c(SCCOCC)nc2c1c(=O)[nH]c(=O)n2C
 : -3 | 0 | -1 | -5 | 0.7 | 0 | -10 | -6 | 0
- CCCC(=O)Nc1ccc(C(N)=O)cc1
 : 1 | -4 | -3 | 0 | -0.1 | 1 | -4 | -1 | 14

Remaining list, next part.
molecule,CHO-K1 Ca antag,M5 antag,CHRM5 agonist,M4 antag,M1 ag parental,CHRM4 agonist,M5 PAM,M4 PAM,CHO-K1 Ca PAM
CSc1ccc(/C=N/n2nnnc2N)cc1,-3,7,-4,-9,0.3,-1,-5,6,19
CC(=O)Nc1cccc(C(=O)N2CCN(S(=O)(=O)Cc3ccccc3)CC2)c1,-8,17,1,-14,0.9,1,-8,6,0
O=C(O)c1cc(Cl)c(Cl)cc1C(=O)Nc1cccc2ncccc12,5,6,2,-1,21*,5,-9,3,14
Cc1ccc(/C=N/NC(=O)c2cccc(NC(=O)c3ccccc3Cl)c2)o1,-9,3,1,-1,1.9,2,-5,-6,-10
O=C(c1ccc2oc(Cc3ccc(Cl)cc3)nc2c1)N1CCCCC1CCO (centres undefined),10,14,-5,2,10,4,-4,-4,-17
C=C(C)Cn1c(-c2cccs2)n[nH]c1=S,-16,3,1,1,0.9,1,6,3,10
Cc1ccc(S(=O)(=O)NN=C2CC3CC2C2CCCC32)cc1 (centres undefined),4,8,-1,-6,-0.2,-1,0,-1,9
CC(C)N1CCC(N2CCN(Cc3ccc(Oc4ncccn4)cc3)CC2CCO)CC1 (centres undefined),-10,0,2,-3,0.2,-1,4,23,-3
Cc1ccccc1CNS(=O)(=O)c1ccc2c(c1)C(C)(C)C(=O)N2C,0,2,-4,-6,0.1,3,-4,-1,7
Cc1cccc(OC(C)C(=O)N2CCCN(C)CC2)c1C (centres undefined),-8,4,-6,0,1.4,1,0,-1,9
O=C(COc1ccccc1C(=O)Nc1ccccc1)c1ccc(Br)cc1,-15,7,-4,-16,0.5,1,7,10,17
O=C1CCCC(=O)C1=C1SCCCS1,4,-4,-2,-5,0.2,1,-1,4,-1
CS(=O)(=O)Nc1ccccc1C(=O)OCC(=O)NCc1cccs1,-13,23,1,0,4.1,14,-24,-5,10
CC1CN(C(=O)CCNC(=O)c2ccccc2Cl)CC(C)O1 (centres undefined),-9,-8,2,-9,1.3,1,6,18,4
Cc1cc(NC(=O)c2cccnc2)ccc1NC(=O)c1cc2ccccc2o1,-7,-1,6,-15,14,33*,-15,-9,6
Cc1nn(-c2c(Cl)cc(Cl)cc2Cl)c(=O)c2ccccc12,0,3,-5,4,1.0,0,3,9,11
CCOc1ncccc1C(=O)NCCCSc1ccccc1,7,6,-3,4,-0.2,1,-2,-6,4
O=C(COC(=O)c1ccccc1Cl)NCc1cccs1,-3,0,0,-2,-0.2,1,-5,6,11
CCCCNC(=O)NS(=O)(=O)c1ccc(NS(=O)(=O)c2ccccc2)cc1,-10,8,-2,3,0.5,1,-1,-3,16
C[N+](C)(C)CCNC(=O)c1c[nH]c2ccccc12,-18,-7,1,-10,1.1,1,13,12,10
O=C(C1CCN(S(=O)(=O)N2CCOCC2)CC1)N1CCOCC1,-12,2,1,-1,0.3,3,-3,2,8
Nc1nc(N)c2cc(CNc3ccc(Cl)c(Cl)c3)ccc2n1,-2,3,0,6,0.7,6,2,-2,6
COc1cc(C(=O)N2CCN(c3ccc(C)cc3C)CC2)cc(OC)c1OC,-14,-7,0,-8,0.1,2,5,-4,17
O=C(NC1CCCC1)c1ccc2c(c1)S(=O)(=O)c1ccccc1C2=O,-2,8,3,8,2.5,11,-2,-1,-4
S=C(NCCCc1ccccc1)Nc1ccccc1Cl,20,12,4,8,15*,9,-18,-14,-8
CC1Cc2ccccc2N1C(=O)CN1C(=O)NC(C)(c2ccc3c(c2)OCCO3)C1=O (centres undefined),5,-5,17,1,2.2,9,-3,-1,0

No enrichment for hits, and some 2.7% of all compounds hit somewhere here.
